Bioassay records (PubChem)
SENP7 inh – inhibitors of human SENP7 protease; recombinant SENP7, Z-RLRGG-aminoluciferin luminescence, 40 min; inhibition, % at 5 µM; 1.5% of 330,000 active;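 active means inhibition above about 50% at the single test dose, limit read from the data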;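 further: plate controls were DMSO with enzyme for no effect and no enzyme buffer wells for full effect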
Target sequence (Q9BQF6 706-1050 limits assumed): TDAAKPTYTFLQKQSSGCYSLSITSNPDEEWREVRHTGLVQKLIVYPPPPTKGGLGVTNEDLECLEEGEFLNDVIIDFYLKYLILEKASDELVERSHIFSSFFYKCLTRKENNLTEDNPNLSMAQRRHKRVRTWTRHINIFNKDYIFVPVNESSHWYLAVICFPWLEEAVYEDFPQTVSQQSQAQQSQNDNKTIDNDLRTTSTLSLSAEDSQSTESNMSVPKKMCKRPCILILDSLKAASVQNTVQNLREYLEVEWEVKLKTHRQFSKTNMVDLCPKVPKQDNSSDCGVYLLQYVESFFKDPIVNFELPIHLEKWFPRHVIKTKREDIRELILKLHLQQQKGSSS
UBC13 inh – human UBC13 polyubiquitination inhibition; UBC13 polyubiquitin chain formation, TR-FRET; AID 485273; 0.47% of 330,000 active; P61088; inhibition, % at 20 µM; in the data active means inhibition above about 45%, passing the limit was not always enough
Target sequence (P61088 whole entry, looked up): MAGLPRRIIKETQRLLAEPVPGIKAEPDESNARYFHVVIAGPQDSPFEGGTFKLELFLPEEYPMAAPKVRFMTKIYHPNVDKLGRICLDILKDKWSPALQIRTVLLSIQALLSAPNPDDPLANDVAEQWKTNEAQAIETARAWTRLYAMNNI
SENP8 block-1 – blocks the human protease SENP8 | Q96LD8 | purified SENP8, Z-RLRGG-aminoluciferin cleavage, luminescence | inhibition, % at 10 µM | 1.2% of 330,000 active | AID 2540; in the data active means inhibition above about 50%
HKDC1 inh – blocks human hexokinase HKDC1 activity | Q2TB90 | recombinant HKDC1, G6PDH/diaphorase resazurin coupled fluorescence | inhibition, % at 20 µM | 0.16% of 340,000 active;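 active means inhibition above about 35% when tested at 20 µM, limit read from the data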;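 further: plate controls were DMSO wells with enzyme for no effect and DMSO wells lacking enzyme for full effect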
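Assay system – recombinant HKDC1 (HK5) hexokinase enzyme, produced in-house · Input – HKDC1 at 5 µg/mL · Reagent – glucose plus 1 mM ATP as hexokinase substrates · Timing – 90 min reaction incubation at room temperature, dark · Measured by – G6PDH/diaphorase-coupled fluorescence, 1 mM NADP, 100 µM resazurin, 525/613 nm · Benchmarks – DMSO-enzyme wells negative, buffer-substituted wells positive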
PfG6PD inh – PfG6PD (Plasmodium falciparum) enzyme inhibition; inhibition, % at 20 µM; 0.78% of 350,000 active; PfGluPho enzyme, NADPH resazurin-diaphorase fluorescence; AID 504690;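 active means inhibition reaching at least a set limit at 20 µM in the primary screen, cut at about 59% in these data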;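 further: 0% = DMSO wells with substrate and 100% = DMSO wells lacking glucose-6-phosphate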
SENP8 block-2 – SENP8 (human) protease inhibition; Q96LD8; recombinant SENP8, Nedd8 substrate fluorescence; inhibition, % at 20 µM; 0.64% of 360,000 active; AID 602440; in the data active means inhibition mostly above about 40%, no sharp cut-off; inactive means mostly below about 27%
SENP6 inh – blocks the human protease SENP6 | Q9GZR1 | inhibition, % at 10 µM | 1.8% of 330,000 active | Recombinant SENP6 catalytic domain, aminoluciferin luminescence | AID 2599;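 active means inhibition above about 50% at the single tested dose, limit read from the data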;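 further: plate controls were DMSO wells with enzyme for no effect and DMSO wells lacking enzyme for full effect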
Target sequence (Q9GZR1 628-1112 limits assumed): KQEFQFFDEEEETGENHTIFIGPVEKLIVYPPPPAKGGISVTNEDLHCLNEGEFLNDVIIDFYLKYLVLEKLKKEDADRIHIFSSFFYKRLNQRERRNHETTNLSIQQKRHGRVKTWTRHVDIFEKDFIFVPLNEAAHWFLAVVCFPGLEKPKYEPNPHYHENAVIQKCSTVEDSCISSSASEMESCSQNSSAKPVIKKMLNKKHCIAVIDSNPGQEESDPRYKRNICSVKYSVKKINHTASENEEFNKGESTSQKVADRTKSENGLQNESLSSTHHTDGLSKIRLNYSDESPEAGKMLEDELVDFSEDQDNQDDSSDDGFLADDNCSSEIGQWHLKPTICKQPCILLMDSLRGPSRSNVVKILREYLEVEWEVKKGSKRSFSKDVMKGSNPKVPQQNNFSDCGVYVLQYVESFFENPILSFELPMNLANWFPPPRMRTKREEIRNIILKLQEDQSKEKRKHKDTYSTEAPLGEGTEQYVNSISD
SENP1 FRET inh – SENP1 (human) catalytic domain inhibition. recombinant SENP1 catalytic domain, CyPet-SUMO1-YPet FRET cleavage. inhibition, % at 10 µM. AID 624204. 0.21% of 360,000 active. Q9P0U3;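 active means inhibition at least 30% at 10 µM, raw YFP signal under a set limit, fluorescence ratio 0.5 to 1.5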;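 further: 0% = enzyme with DMSO and 100% = no enzyme wells; some results filed as inactive read as strong as hits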
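Controls: no-enzyme wells low, DMSO-plus-enzyme wells high control. Test system: human recombinant His6-tagged SENP1 catalytic domain enzyme. Reagent: SFCypet-SUMO1-SFYpet FRET protein substrate, 25 nM final. Doses: one dose per compound, 10 µM, 0.5% DMSO. Detection: FRET, CFP and YFP emission. Timing: 50 min reaction at room temperature.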
MIN6 prolif – MIN6 beta-cell proliferation induction. MIN6 cells proliferation, ATPlite luminescence, 48 h; cells starved in 0.2% serum; 100% = growth in 10% serum. proliferation, % at 10 µM. 0.29% of 330,000 active;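 active means compounds whose signal lies at least 3.5 SD above the mean of all wells on their plate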;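 further: 0% = DMSO-treated cells in low-serum medium and 100% = 10% serum control; some compounds called inactive have numbers as strong as hits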
Numbers without * were called inactive; nt = no result given.

SMILES	SENP7 inh	UBC13 inh	SENP8 block-1	HKDC1 inh	PfG6PD inh	SENP8 block-2	SENP6 inh	SENP1 FRET inh	MIN6 prolif
N#C/C(=C/c1cn(-c2ccccc2)nc1-c1cccc(S(=O)(=O)N2CCCC2)c1)C(=O)NCc1ccco1	-6	-14	0	-12	1	-66	2	-2	-3
CC(=O)Nc1nnc(C)s1	-1	14	-2	-5	-4	11	4	3	-2
CC1CCN(c2c(NCc3ccc(C(=O)NCCc4ccc(Cl)cc4)cc3)c(=O)c2=O)CC1	-14	-6	-15	-1	5	10	3	0	-6
Cc1nnc(SCC(=O)N(C2CCCCC2)C2CCS(=O)(=O)C2)n1C (stereo not drawn)	1	-12	-1	-7	4	10	-5	3	-1
COc1ccc(NC(=O)c2ccc(OC)c(S(=O)(=O)N3CCCCC3C)c2)cn1 (stereo not drawn)	3	-4	-2	0	9	21	-20	-1	3
COc1ccccc1CN(C)C(=O)CN1CCN(C(=O)c2cccs2)CC1	7	-12	-6	-6	0	11	3	-2	-5
O=C(ONc1ccc(N=NC(=O)c2ccccc2O)cc1)c1ccccc1	56*	-188	85*	34	-24	32	91*	2	-6
O=C(NCc1ccccc1)C1=C[C@@H](c2csc3ccccc23)C[C@@H](OCCCCO)O1	-3	-7	-3	5	22	nt	-2	nt	-7
CC(=O)Nc1ccc(NC(=O)CSc2nnc(-c3ccccc3)n2Cc2ccc3c(c2)OCO3)cc1	-2	7	-2	-5	-1	11	-25	4	1
COc1ccc(C(=O)NCCn2cc(SCC(=O)N3CCOCC3)c3ccccc32)cc1	-8	0	-4	0	-12	9	-17	0	-2

Some of the entries above, reformatted:
SMILES: CC(=O)Nc1ccc(NC(=O)CSc2nnc(-c3ccccc3)n2Cc2ccc3c(c2)OCO3)cc1
- SENP7 inh: -2
- UBC13 inh: 7
- SENP8 block-1: -2
- HKDC1 inh: -5
- PfG6PD inh: -1
- SENP8 block-2: 11
- SENP6 inh: -25
- SENP1 FRET inh: 4
- MIN6 prolif: 1

SMILES: COc1ccc(NC(=O)c2ccc(OC)c(S(=O)(=O)N3CCCCC3C)c2)cn1 (stereo not drawn)
- SENP7 inh: 3
- UBC13 inh: -4
- SENP8 block-1: -2
- HKDC1 inh: 0
- PfG6PD inh: 9
- SENP8 block-2: 21
- SENP6 inh: -20
- SENP1 FRET inh: -1
- MIN6 prolif: 3

SMILES: O=C(NCc1ccccc1)C1=C[C@@H](c2csc3ccccc23)C[C@@H](OCCCCO)O1
- SENP7 inh: -3
- UBC13 inh: -7
- SENP8 block-1: -3
- HKDC1 inh: 5
- PfG6PD inh: 22
- SENP8 block-2: nt
- SENP6 inh: -2
- SENP1 FRET inh: nt
- MIN6 prolif: -7

SMILES: CC1CCN(c2c(NCc3ccc(C(=O)NCCc4ccc(Cl)cc4)cc3)c(=O)c2=O)CC1
- SENP7 inh: -14
- UBC13 inh: -6
- SENP8 block-1: -15
- HKDC1 inh: -1
- PfG6PD inh: 5
- SENP8 block-2: 10
- SENP6 inh: 3
- SENP1 FRET inh: 0
- MIN6 prolif: -6

Continued:
SMILES	SENP7 inh	UBC13 inh	SENP8 block-1	HKDC1 inh	PfG6PD inh	SENP8 block-2	SENP6 inh	SENP1 FRET inh	MIN6 prolif
O=C1CCC([N+](=O)[O-])C(c2ccc(Br)cc2)N1 (stereo not drawn)	-8	-18	-13	-11	-8	18	-3	0	-1
CCOC(=O)c1cc(-c2ccccc2C)nn1CC1CC(c2cccnc2)=NO1 (stereo not drawn)	-13	-1	-14	-1	1	14	-18	0	-3
CCOC(=O)c1c(NC(=O)Cn2nc(C(F)(F)F)cc2C)sc(C)c1C	-3	-2	-1	0	4	24	1	1	-4
O=[N+]([O-])c1ccccc1Oc1cnc2ccccc2n1	4	-4	-3	-3	20	3	1	-1	0
Cc1ccccc1CN1CCC(N2CCC(C(=O)NCC3CCCO3)CC2)CC1 (stereo not drawn)	-3	14	-4	1	-2	4	-7	-15	-2
CC1(C)CC(=O)c2cnc(N)nc2C1	12	4	0	-10	-13	1	5	-3	0
OC(COc1ccc(F)cc1)CN1CCN(c2ccccc2F)CC1 (stereo not drawn)	4	5	6	0	-7	4	-7	3	2
Cc1cccc(OCCCC(=O)Nc2ccc(S(=O)(=O)N3CCCC3)cc2)c1	8	12	-3	1	14	14	-3	1	0
Cn1c(C=O)c(-c2ccc3c(c2)OCCO3)c2ccccc21	1	35	5	2	-5	-433	-6	-27	-7
Clc1ccc(Nc2ccccc2)nn1	10	-7	-7	-4	-3	-1	-21	3	-2
Nc1cc(Cl)ccc1C(=O)OCC(=O)NC1CCCCCCC1	2	30	0	0	-9	-488	4	2	-3
N#Cc1ccc(OCCN2CCc3ccccc3C2)cc1	-8	6	-7	-2	-9	14	-28	-1	3
CN(C(=O)COC(=O)c1ccc(C(C)(C)C)cc1)C1CCS(=O)(=O)C1 (stereo not drawn)	-6	-5	-1	-3	13	1	-3	0	6
Nc1cc(-c2ccccc2)n2c(n1)nc1ccccc12	14	-8	-6	-1	12	-31	-19	-2	1
N#C/C(=C\N1CCOCC1)C(N)=O	14	-3	-11	-7	-5	23	-1	1	-2
FC(F)(F)c1cccc(N2CCN(Cc3cccnc3)CC2)c1	6	1	-2	-1	-6	12	4	-1	-4
COc1ccc(C(CC(=O)O)NC(=O)C2CCCCC2)cc1 (stereo not drawn)	-1	-11	-9	-7	3	21	-15	2	-4
CCOC(=O)C1CN(S(=O)(=O)c2ccccc2)C1	-1	3	-5	-7	-10	7	-9	3	-1
N#Cc1nc(COc2ccccc2)oc1N1CCCCCC1	-3	6	-7	-2	5	4	-6	4	5
CC(=O)c1cc(Cl)ccc1OC(=O)c1ccco1	-5	5	4	6	-2	10	-24	5	-2

Marked active in SENP7 inh, among the entries above:
molecule | SENP7 inh | UBC13 inh | HKDC1 inh | PfG6PD inh | SENP6 inh | SENP1 FRET inh
O=C(ONc1ccc(N=NC(=O)c2ccccc2O)cc1)c1ccccc1 | 56* | -188 | 34 | -24 | 91* | 2

Other records.
SMILES	SENP7 inh	UBC13 inh	SENP8 block-1	HKDC1 inh	PfG6PD inh	SENP8 block-2	SENP6 inh	SENP1 FRET inh	MIN6 prolif
Cc1ccsc1/C=C1\SC(N2CC(C)OC(C)C2)=NC1=O (stereo not drawn)	-10	-13	-10	9	10	9	-20	3	2
Cn1cc(Cl)c(C(=O)NC(=S)Nc2sc3c(c2C#N)CCCCC3)n1	1	-6	-2	2	28	13	10	1	-6
Oc1ccc(Br)cc1CNc1nccs1	-5	10	2	-4	2	4	11	12	-4
CCC(=O)Oc1oc(-c2ccccc2)nc1C=Nc1ccc(C)cc1	0	-4	3	-3	8	34	8	-11	-3
Cc1c(Cl)cccc1NC(=O)Nc1ccc(C(N)=O)cc1	-4	7	7	-11	7	5	11	3	-2
Cc1nn(CC(=O)N2CCN(C)CC2)c(=O)c2ccccc12	-4	-3	3	-7	12	11	6	-1	-1
CN(Cc1cccs1)C(=O)CN1C(=O)c2ccccc2S1(=O)=O	1	6	3	4	0	0	6	0	1
Cc1ccc(-c2n[nH]c(=O)c3ccccc23)cc1S(N)(=O)=O	-3	-2	-13	-7	-12	8	-13	-1	0
Cc1cc(C)cc(N(CC(=O)NC2CCCC2)C(=O)c2csnn2)c1	-9	-2	-10	0	-22	14	5	-1	-1
CC1Cc2ccccc2N1C(=O)CSc1ncccn1 (stereo not drawn)	4	0	9	-3	1	10	-9	-1	-3
CC(C)(C)C(=O)Nc1ccc(C(=O)OC2CCCCC2)cc1	-2	-7	-4	-7	1	20	-18	-1	-3
O=C1CC(=O)NC(SCC(=O)Nc2ccccc2[N+](=O)[O-])=N1	2	-6	5	2	9	-3	4	-11	0
O=C(NCCCN1CCOCC1)c1cc(Cl)ccc1OCc1ccccc1	-1	-3	-2	-8	18	6	3	2	-3
Cc1[nH]c2ccccc2c1C(=O)CN1C(=O)C(=O)N(CCC2=CCCCC2)C1=O	-11	-12	-10	1	1	7	-15	-2	-5
C/C(=N\NC1=NCCN1)c1ccc(N)c([N+](=O)[O-])c1	2	-76	5	-4	14	11	-7	2	-4
C=CCNC(=O)CSc1cc([N+](=O)[O-])cc(S(=O)(=O)Cc2ccccc2)c1	1	-9	9	-5	27	7	2	3	-4
COc1cc(CCCN2CCNC[C@H]2Cc2cccc3ccccc23)cc(OC)c1OC	15	21	-4	-3	0	6	0	-3	-4
O=C(C(Sc1ccccc1)c1ccccc1)N1CCOCC1 (stereo not drawn)	-6	1	-10	1	3	6	-15	1	1
Cc1cc(NC(=O)c2cccc(S(=O)(=O)N3CCCC3)c2)no1	3	-5	8	-5	-8	9	7	1	2
CCOc1cc2c(C#N)c(N3CCNCC3)nc(N)c2c(N)n1	47	63*	37	20	28	-326	88*	-92	-4
O=C(O)CCN1C(=O)c2ccc(NC(=O)c3ccco3)cc2C1=O	-5	16	-5	-10	-6	-420	-22	0	5
Cc1cc(-c2cccs2)nc(-n2cccc2)n1	-8	20	11	2	8	-35	8	-1	1
CC(=O)C1=C(C)NC(=O)NC1c1cc(Br)ccc1OCC#N (stereo not drawn)	-4	-7	3	-1	-14	13	-1	0	-3
CCOCCN(C(=O)COC)c1cccc(OC)c1	8	-1	10	4	3	13	12	2	-2
CN(C(=O)c1ccc(OC2CCN(CCc3ccccc3)CC2)cc1)C1CCOC1 (stereo not drawn)	-6	13	1	-8	7	15	9	-20	0
CCOC(=O)C1CN(S(=O)(=O)c2cc(OC)ccc2OC)C1	-7	1	-2	-3	-7	9	-15	3	-2
COc1ccc(S(=O)(=O)N2CC(C)N(C(=O)N3CCOCC3)C2)cc1 (stereo not drawn)	-3	-4	-4	-8	-2	6	-17	-3	-1
OC(CNCc1ccco1)COc1ccccc1 (stereo not drawn)	nt	nt	nt	4	-17	10	nt	-1	nt
CN(C(=O)CC1C(=O)NCCN1Cc1ccoc1)C1CCOCC1 (stereo not drawn)	2	1	11	-7	-2	17	-5	2	-2
CC(=O)Nc1ccccc1NC(=O)C/C(C)=N/NC(=O)C1CCCCC1	-1	-2	9	-9	13	7	-5	2	0

3 entries from above, ordered by the number in HKDC1 inh, high to low.
Compound | HKDC1 inh
CC(=O)Nc1nnc(C)s1 | -5
COc1ccc(C(CC(=O)O)NC(=O)C2CCCCC2)cc1 (stereo not drawn) | -7
CN(C(=O)c1ccc(OC2CCN(CCc3ccccc3)CC2)cc1)C1CCOC1 (stereo not drawn) | -8
